High-throughput results deposited in PubChem BioAssay by National Center for Advancing Translational Sciences (NCATS).
Tb PYK inh = qHTS of Trypanosoma Brucei Inhibitors. TbPYK enzyme, Kinase-Glo Plus ATP luminescence, 45 min. Potency, µM (top dose mostly 76.8 µM), inactives show at the top dose activity, negative = inhibition, most hits filed as inhibitors. 410,000 compounds, 0.12% hits; note: potency is the fitted concentration of half-maximal effect; % is set by controls: 0 for no effect and ±100 for the full control effect; nearly all actives have a fitted effect of over 50% in size
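Readout: single end-point luminescence (Kinase-Glo Plus, 10 min). Reaction conditions were TbPYK/substrate plus 130 uM ADP, 45 min at RT, pH 7.2 TEA buffer. No-enzyme wells served as controls, and data were normalized before concentration-response fitting.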
Pf growth 96h = Primary qHTS for delayed death inhibitors of the malarial parasite plastid, 96 hour incubation; 320,000 compounds, 6.9% hits; Potency, µM (highest dose often 28.7 µM), inactives show top-dose activity change, negative = inhibition, hits mostly inhibitors; AID 504834, 2011; P. falciparum luciferase reporter growth, 96 h; note: potency is the fitted concentration of half-maximal effect; % is set by controls: 0 for no effect and ±100 for the full control effect
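P. falciparum expressing integrated firefly luciferase, in erythrocytes at 2% hematocrit, 0.05% parasitemia, incubated with compounds 96 h at 37 C, 5% CO2. Growth inhibition read as loss of luminescence; two-generation exposure targets delayed-death apicoplast inhibitors.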
Pf growth 48h = Primary qHTS for delayed death inhibitors of the malarial parasite plastid, 48 hour incubation. P. falciparum luciferase growth in erythrocytes, 48 h. Potency, µM (highest dose often 28.7 µM), without a hit: top-dose activity change, negative = inhibition, usual class: inhibitors. 310,000 compounds, 5.9% hits. AID 504832, 2011; note: potency is the fitted concentration of half-maximal effect; % is set by controls: 0 for no effect and ±100 for the full control effect
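Luminescence readout; reporter = integrated firefly luciferase in P. falciparum. RBC culture at 2% hematocrit, 0.1% parasitemia final, 37 C/5% CO2; decreased signal taken as growth inhibition.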
CHX counter = Cycloheximide Counterscreen for Small Molecule Inhibitors of Shiga Toxin; cell reporter, cycloheximide protein synthesis inhibition counterscreen; max response, %; 300,000 compounds, 12% hits; in the data active = max response mostly above about 13%, no sharp cut-off; inactive = mostly below about 14%; note: read at 38.3 µM for the half of the compounds with a filed dose; 0% is about no effect
HCV inh = qHTS Assay for Inhibitors of Hepatitis C Virus (HCV). Potency, µM (series often up to 41.8 µM), without a hit: top-dose activity change, negative = inhibition, hits mostly inhibitors. Huh7.5.1 HCVcc-Cre infection, luciferase reporter, 44 h. 340,000 compounds, 3.4% hits; note: potency is the fitted concentration of half-maximal effect; % is set by controls: 0 for no effect and ±100 for the full control effect
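Luciferase read-out (15 sec integration) after a 15 min room-temperature substrate step quantifies HCVcc-Cre infection. Cells, 1,000 per well, had compound added 4 h post-plating, then virus at ~0.5 moi, and were cultured 44 h.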
LmPK inh = qHTS Assay for Inhibitors of Leishmania Mexicana Pyruvate Kinase (LmPK); Q27686; purified LmPK, Kinase-Glo ATP luminescence, 1 h; Potency, µM (highest dose often 57.5 µM), without a hit: at the highest dose activity change, negative = inhibition, usual class: inhibitors; 290,000 compounds, 0.37% hits; AID 1721, 2009; note: potency is the fitted concentration of half-maximal effect; % is set by controls: 0 for no effect and ±100 for the full control effect
Target sequence (Q27686 whole entry, looked up): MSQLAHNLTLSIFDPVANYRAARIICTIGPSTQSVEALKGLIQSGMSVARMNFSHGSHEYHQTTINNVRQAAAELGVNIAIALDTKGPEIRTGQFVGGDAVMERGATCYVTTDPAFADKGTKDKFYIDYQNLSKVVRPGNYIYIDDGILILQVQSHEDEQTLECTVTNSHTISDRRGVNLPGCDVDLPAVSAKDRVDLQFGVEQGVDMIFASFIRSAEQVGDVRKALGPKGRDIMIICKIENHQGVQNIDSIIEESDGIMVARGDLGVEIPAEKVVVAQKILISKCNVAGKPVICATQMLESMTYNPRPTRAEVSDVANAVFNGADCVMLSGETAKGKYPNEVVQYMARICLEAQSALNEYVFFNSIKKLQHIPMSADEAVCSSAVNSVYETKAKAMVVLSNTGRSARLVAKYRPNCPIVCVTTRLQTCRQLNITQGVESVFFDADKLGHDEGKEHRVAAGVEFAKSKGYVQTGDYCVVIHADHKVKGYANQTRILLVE
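qHTS format; LmPK 0.1 nM; substrates PEP 0.5 mM and ADP 0.1 mM. One-hour room-temperature incubation, then coupled luciferase luminescence; 0.5 nM enzyme wells mark activation.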
Shiga toxin inh = A qHTS for Small Molecule Inhibitors of Shiga Toxin; 290,000 compounds, 9.2% hits; Vero cells, Shiga toxin protein synthesis inhibition reporter; AID 2315, 2010; inhibition, % at 38.7 µM; in the data active = inhibition mostly above about 28%, no sharp cut-off; inactive = mostly below about 43%; note: 0% is about no effect
* = called active by the depositor; ? = inconclusive; / = no result given; & = joins results of further samples; [ ] = remark or other dose. Unless noted, calls come from the whole dose curve; as a rule, active = well fitted curve in the direction sought with a large enough effect; inconclusive = small, poorly fitted or top-dose-only effect, or another doubt; inactive = no such curve, though single readings can be large; an effect the other way counts as inactive or inconclusive.

compound	Tb PYK inh	Pf growth 96h	Pf growth 48h	CHX counter	HCV inh	LmPK inh	Shiga toxin inh
O=c1c2c(n3cnnc3n1C1CCCCC1)-c1ccccc1CC21CCCCC1	0%	45%[activator]	?	1	5%	3%	2
CCOc1ccc2ccccc2c1/C=N\NC(=O)c1ccc([N+](=O)[O-])cc1	0%	50%[activator]	10%	-2	?	-1%	/
O=C(COC(=O)c1cccs1)NCC1CCCO1 (stereo unspecified)	-4%	4%	7%	21	7%	-1%	23
CN(C)c1ccc(/C=c2/sc3n(c2=O)NC2(c4ccccc4)N(C)C(=O)N(C)C2(c2ccccc2)N=3)cc1 (stereo unspecified)	/	?	-17%	-3	/	-4%	-9
CCCC1c2ccc(C)n2CCN1C(=O)Nc1ccccc1Cl (stereo unspecified)	-6%	2.6µM*	?	26*	3%&-11%	-2%	74*
Cc1csc(NC(=O)CSc2nccn2C)n1	0%	-3%	77%[activator]	29*	13%	0%	30
O=C(NC1CC1)c1ccc(NS(=O)(=O)c2ccccc2)cc1	-3%	7%	?	8	2%	3%	-13
O=C(O)CCNC1C=CS(=O)(=O)C1 (stereo unspecified)	22%	0%	-16%	-2	4%	4%	-21
CCOc1ccc(CCNC(=O)CSc2ncn[nH]2)cc1OCC	-4%	?	8%	-4	-12%	-9%	-20
Clc1ccccc1CNCc1ccncc1	-3%	10%	4%	-1	9%	-3%	10
CCC(=O)Oc1ccc2ccccc2c1CNC(=O)c1ccccc1	-2%	9.3µM*	?	7	?	0%	-3
O=C(COc1ccccc1Cl)NCCCNC(=O)c1ccncc1	-7%	0%	4%	-10	16%	0%	-3
COC(=O)CCCC1=CC2=C(c3ccccc3)C(=O)C(C)(OC(=O)C3CCCC3)C(=O)C2=CN1Cc1ccco1 (stereo unspecified)	-3%	12µM*	?	-4	3%	-2%[11.5 µM]	-6
CCOc1ccc(NC(=O)CN(C)C(=O)Cc2ccsc2)cc1OCC	-4%	?	-23%	/	-6%	/	/
O=C(NCCc1cccc(Cl)c1)c1cc([N+](=O)[O-])ccc1Cl	-3%	237%[activator]	-14%	-1	-12%	-2%	-1
COc1ccc(NC(=O)C2CCCN(S(=O)(=O)c3c(C)n[nH]c3C)C2)c(OC)c1 (stereo unspecified)	-6%	33%[activator]	-10%	-3	-15%	7%	-14
Cc1cccc(C(=O)Nc2ccc(S(=O)(=O)N3CCOCC3)cc2)c1[N+](=O)[O-]	-8%	-9%	-22%	-2	-18%	-2%	-7
Cc1ccccc1C(=O)N1CC(=O)Nc2ccc(F)cc2C1c1ccccc1 (stereo unspecified)	3%	9%	?	-2	-11%	-1%	-11
CCOC(=O)C1(Cc2ccccc2)CCCN(Cc2cnn(CC)c2)C1 (stereo unspecified)	0%	-30%	14%	1	13%	-1%	-6
COCCN(CCOC)C(=O)c1sc2nc(-c3ccccc3)cn2c1C	-6%	32%[activator]	1%	8	11%	-11%	5
CCC(CC)NCc1c[nH]c2ccccc12	1%	41%[activator]	-7%	-3	-14%	-3%	-4
C=CCn1c(-c2cccc(Cl)c2)n[nH]c1=S	?	-14%	0%	-4	14%	?	-15
Nc1ccc(C(=O)NNC(=O)C2COc3ccccc3O2)cc1[N+](=O)[O-] (stereo unspecified)	-5%	11%	6%	/	12%	/	/
COCCN(CCOC)C(=O)C12CCC(C)(C(=O)C1)C2(C)C (stereo unspecified)	-4%	-8%	6%	-6	2%	-2%	-21
CC(C)(C)OC(=O)N[C@@H](CCCCNC(=O)OCc1ccccc1)c1nnc([C@H](CCCCNC(=O)OCc2ccccc2)NC(=O)OC(C)(C)C)o1	-3%	2.6µM*	?	-2	-29%	5%	-2
Cc1ccc(S(=O)(=O)NC(CC(C)C)C(=O)NCC(C)(C)N2CCOCC2)cc1 (stereo unspecified)	6%	-22%	17%	/	24%	/	/
O=[N+]([O-])c1cccc(O)c1	-2%	53%[activator]	2%	/	16%	/	/
CC(=O)OCC(=O)N1CCN(c2ccc([N+](=O)[O-])cc2)CC1	-9%	21%	5%	-3	17%	4%	-3
COc1ccc(-c2n[nH]c(C(F)(F)F)c2-c2cc3ccccc3o2)c(O)c1	1%	16%	2.1µM*	-3	11µM*	0%	-11
COc1ccc(NC(=S)NC(NC(=O)CF)C(Cl)(Cl)Cl)cc1[N+](=O)[O-] (stereo unspecified)	-8%	?	6%	9	-20%	-1%	-6
c1ccc(SCc2nc(-c3ccncc3)n[nH]2)nc1	6%	32%[activator]	85%[activator]	16	-4%	8%	46*
Clc1ccc(-n2ncc3c(N4CCCC4)ncnc32)cc1	2%	235%[activator]	279%[activator]	77*	42%[activator]	-4%	120*
O=C(COC(=O)C1CC2CCCC(C1)C2=O)Nc1ccc(Cl)cn1 (stereo unspecified)	-4%	-11%	0%	/	10%	/	/
Cc1ccccc1CSc1nc2c(c(=O)[nH]1)CCC2	2%	?	15%	-1	12%	1%	-22
COc1ccc(N2CCN(Cc3cc(=O)oc4ccc(Cl)cc34)CC2)cc1	-8%	0%	9%	-1	6%	4%	2
COCCNC(=O)c1cc(-c2ccncc2)nc2ccc(S(=O)(=O)N3CCOCC3)cc12	-1%	?	16%	-6	?	1%	2
O=C(CCn1c(=O)oc2ccccc21)Nc1cccc(Cl)c1	-14%	-13%	?	7	-6%	5%	11
CN1CCN(Cc2ccccc2Sc2ccccc2)CC1	3%	-13%	?	5	?	0%	-8
CCc1noc(C)c1C(=O)OC(C)C(=O)c1c(C)[nH]c2ccccc12 (stereo unspecified)	-2%	?	?	/	-9%	/	/
O=C1OCc2nc3cc4c(cc3c(-c3ccc(F)cc3)c21)OCO4	-2%	37%[activator]	-5%[0.00184 µM]	-7	-2%	-1%	-3
O=C(COC(=O)CCc1c[nH]c2ccccc12)NCCc1ccccc1	0%	17%	2%	/	17%	/	/
CN1CCN(CCCNC(=O)c2ccc(CS(=O)(=O)c3ccc(Br)cc3)o2)CC1	-2%	8.3µM*	/	-3	4%	1%	12
COc1ccc(C)cc1NC(=O)CCc1c(C)nn(-c2ccc(N3CCCCC3)nn2)c1C	-10%&-8%	-18%	-17%	18*	?	-1%	45
O=C(COC(=O)Cc1c(Cl)cccc1Cl)Nc1ccccc1-c1ccccc1	1%	-12%	-7%	6	?	1%	-13
COc1cccc(NC(=S)N2CCn3cccc3C2c2cccnc2)c1 (stereo unspecified)	-3%	-14%	?	6	12%	-3%	33*
CCCc1cc(=O)[nH]c(SCC)n1	1%	-19%	7%	-3	22%	-2%	-3
COc1ccc(-c2noc(N3CCCC(C(=O)Nc4ccc(C(C)=O)cc4)C3)n2)cc1 (stereo unspecified)	0%	?	?	28*	?	0%	31
COC(=O)C1=C(c2cccc(C#N)c2)C[C@@H]2CC[C@H]1N2C(=O)NCCO	3%	24%	30%	/	42%[activator]	/	/
O=C(NC(NC(=S)N1CCOCC1)C(Cl)(Cl)Cl)c1cccc2ccccc12 (stereo unspecified)	-13%	51%[activator]	2.9µM*	-1	?	0%	-14
Cc1cc(F)ccc1NC(=O)Cn1c(C)csc1=O	0%	-14%	?	/	-18%	/	/
O=C(NCc1ccc2c(c1)OCO2)c1cc(COc2c(F)cccc2F)on1	0%	?	18%	37*	/	1%	42
Cc1[nH]c2ccccc2c1C(=O)CCl	0%	10µM*	?	-1	?	6%	-1
COC(=O)CSc1ncnc2scc(-c3ccccc3)c12	5%	4%	31%[activator]	-2	-15%	9%	-9
CCOC(=O)CNc1nc(OCC#N)nc(N2CCOCC2)n1	-3%	-21%	58%[activator]	-2	0%	0%	13
COc1ccccc1C(CNC(=O)c1cccc(NS(=O)(=O)c2ccc(Br)cc2)c1)N(C)C (stereo unspecified)	-1%	6.6µM*	?	/	?	/	/
CCSCc1nnc(SCC(=O)Nc2ccc(OC)cc2)n1C	-1%	?	13%	17	13%	-1%	23
Cc1cc(C)cc(OCC(=O)NCCN2CCOCC2)c1	4%	189%[activator]	5%	-1	-4%	1%	-4
COc1cc(/C=C\C(=O)Nc2cc(=O)n(C)c(=O)n2C)cc(OC)c1OC	4%	?	5.2µM*	8	?	-3%	19
CC(C)c1ccc(OCc2ccc(C(=O)O)o2)cc1	0%	244%[activator]	1µM*	35*	21%	21%	64*
O=C(CCc1ccc(Oc2cc([N+](=O)[O-])cc([N+](=O)[O-])c2)cc1)NC1CCCC1	3%	40%[activator]	?	0	?	-3%	-7

Laid out differently: entries from further up.
Results follow in this order: Tb PYK inh, Pf growth 96h, Pf growth 48h, CHX counter, HCV inh, LmPK inh, Shiga toxin inh
Cc1[nH]c2ccccc2c1C(=O)CCl
  0%, 10µM*, ?, -1, ?, 6%, -1
COC(=O)CSc1ncnc2scc(-c3ccccc3)c12
  5%, 4%, 31%[activator], -2, -15%, 9%, -9

Following part:
compound	Tb PYK inh	Pf growth 96h	Pf growth 48h	CHX counter	HCV inh	LmPK inh	Shiga toxin inh
CN(Cc1ccccc1)C1CCCN(C(=O)c2ccc(Cl)s2)C1 (stereo unspecified)	-4%	?	2%	8	0%	0%	-9
COc1ccc(NC(=S)NCc2cccs2)cc1OC	-4%	-23%[5.75 µM]	3%	-3	-10%	2%	-2
COc1cc(NC(=O)c2cccs2)c(OC)cc1NC(=O)CCC(=O)Nc1cccc2ncccc12	2%	3%	?	-3	?	5%	-17
Cc1ccc(NC(=O)COC(=O)Cn2c(C)csc2=O)cc1	-1%	-10%	14%	2	8%	2%	-10
Cc1cc(NC(=O)CSc2nc(C3CCCCC3)nc3ccccc23)no1	1%	?	?	-1	-9%	0%	-6
CC1(C)C(c2ccccc2)=[N+]([O-])C2(CCCCC2=O)N1O (stereo unspecified)	-10%	419%[activator]	6%	-2	6%	2%	-3
CCCCNC(=S)NCc1ccc2c(c1)cc(C)n2C	-3%	-6%	?	-4	?	0%	-6
Cc1cccc(-n2c(O)c(C=Nc3c(C)n(C)n(-c4ccccc4)c3=O)c3ccccc3c2=O)n1	-4%&0%	-9%	?	-1	-4%&-12%	-6%	-11
COc1cc2c(cc1OC)C(c1ccccc1)NCC2 (stereo unspecified)	-3%	-11%	/	-2	-12%	-3%	15
CC(C)OC(=O)c1nn2c(C(F)(F)F)cc(-c3ccco3)nc2c1Cl	3%	13µM*	8%	1	9%	5%	-7
CCCCOC(=O)n1ccc(C(=O)Nc2ccccc2OC)n1	4%	?	18%	0	10%	2%	48
COc1ccccc1C(=O)NNC(=O)C(=O)NCc1ccccc1	-11%	7%	9%	-3	-2%	4%	-16
CC(=O)Oc1ccc(C(=O)Nc2cccc(-c3nnc(-c4ccco4)o3)c2)cc1	7%	?	?	13	?	3%	-11
